# Compound activity as filed in PubChem.
# Rac1 GTP hydrolysis: MgcRacGAP GTPase-activating activity inhibitors, confirmation, biochemical, ADP Hunter fluorescence | MgcRacGAP-stimulated Rac1 GTP hydrolysis, ADP Hunter fluorescence; higher % means a stronger effect; GST-tagged Rac1 F28L mutant substrate | 0.6% of 340,000 active | one-dose inhibition, % at 30 µM; IC50 in µM for titrated hits | Rac GTPase-activating protein 1 (Homo sapiens);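 active = first-screen hits whose inhibition reached a set limit at any dose in the follow-up dose series; inconclusive = inhibition above the set first-screen limit but never retested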;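 also: fluorescence reports GDP produced by GAP-driven GTP hydrolysis; strong numbers were not always called active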
# Large T inhibition: SV40 large T antigen inhibitors, biochemical (AID 1903). SV40 large T antigen ATPase/helicase inhibition assay; higher % means a stronger effect. one-dose inhibition, % at 20 µM; IC50 in µM for titrated hits. 0.39% of 310,000 active; in the data active = a potency from the dose series; inconclusive = inhibition mostly from about 32% at the one dose, without a potency; inactive = the rest, 99 in 100 with inhibition below about 32%; also: strong numbers were not always called active
# West Nile antiviral: West Nile virus antiviral activity, cell-based, CPE readout (AID 1621). West Nile virus-infected cells, CPE inhibition; higher % means a stronger effect. CPE inhibition, % at 10 µM; hits with a dose series show IC50 in µM. 0.02% of 290,000 active; in the data active = a potency from the dose series; inconclusive = CPE inhibition mostly from about 3.7% at the one dose, without a potency; inactive = the rest, 99 in 100 with CPE inhibition below about 2.2%; also: strong numbers were not always called active
# NTR1 ag: agonists of NTR1, primary screen, imaging, U2OS cells, beta-arrestin-GFP, high content (AID 493036); Neurotensin receptor type 1 (Homo sapiens), P30989; NTR1-U2OS beta-arrestin-GFP spot imaging, agonist mode; activation, % at 20 µM; 0.17% of 330,000 active;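 active = activation at or above 40% of the spot to cytoplasm intensity ratio, with at least 20 cells analyzed; inconclusive = wells under 20 cells, flagged as cytotoxic or low count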;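 also: 0% = DMSO without peptide and 100% = 100 nM NTR1 peptide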
# Target sequence (P30989 whole entry, looked up): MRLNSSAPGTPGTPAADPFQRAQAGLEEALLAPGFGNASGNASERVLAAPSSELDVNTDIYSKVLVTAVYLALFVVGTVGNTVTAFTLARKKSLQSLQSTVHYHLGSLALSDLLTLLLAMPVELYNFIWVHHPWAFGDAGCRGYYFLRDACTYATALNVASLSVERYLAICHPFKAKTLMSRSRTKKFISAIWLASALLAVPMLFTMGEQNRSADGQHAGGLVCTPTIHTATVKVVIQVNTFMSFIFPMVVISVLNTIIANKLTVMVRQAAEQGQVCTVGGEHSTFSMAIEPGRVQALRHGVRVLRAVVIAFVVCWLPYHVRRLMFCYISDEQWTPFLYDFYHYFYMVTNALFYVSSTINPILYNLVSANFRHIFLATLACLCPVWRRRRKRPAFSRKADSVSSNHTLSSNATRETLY
# Salmonella PhoP GFP: inhibitors of PhoP regulon expression, primary screen, Salmonella Typhimurium, GFP reporter (AID 1863). S. Typhimurium PhoP-regulated promoter GFP reporter, 4 h; higher % means a stronger effect. one-dose inhibition, % at 50 µM; IC50 in µM for titrated hits. 0.16% of 300,000 active;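 active = inhibition over 29.93%, a cutoff 3 SD above the screen mean, later confirmed by dose response; inconclusive = inhibition over 29.93% but no dose response follow-up; inactive = inhibition at most 29.93% or unconfirmed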;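 also: 0% = low Mg2+ inducing control and 100% = high Mg2+ repressing control; strong numbers were not always called active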
# NS5 inhibitors: Dengue-2 NS5 methyltransferase inhibitors, primary screen, biochemical, confirmation dose response (AID 588689) | Dengue-2 NS5 methyltransferase capping enzyme assay, biochemical; higher % means a stronger effect | one-dose inhibition, % at 25 µM; IC50 in µM for titrated hits | 0.3% of 340,000 active; in the data active = a potency from the dose series; inconclusive = inhibition above about 29% without an active follow-up result
# T cell HTS: modulators of CD8 T cell-vesicle binding, primary screen, mouse 2C CD8+ T cells, flow cytometry | AID 2052, 2009 | 0.068% of 330,000 active | calls only at 7 µM | 2C CD8+ T cell-vesicle binding; active compounds read low;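 active = response, share of CD8 T cells binding vesicles, and their 90th percentile fluorescence all below set limits, cut at about 80% in these data, passing the limit was not always enough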
#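 incubation = binding step 1.5 h, 37 °C, antibody labelling 20 min, ice | test system = 2C mouse CD8+ T cells | read-out basis = percent CD8+ FL2 mean versus row control | controls = Peptide-free naked vesicles (low) and QL9 vesicles with 0.7% DMSO vehicle (high) | detection = flow cytometry of vesicle-bound cells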
# RSV CPE inhibition: RSV antiviral activity via CPE protection, HEp-2 cells, primary 10 µM value included (AID 2391) | one-dose CPE inhibition, % at 10 µM; IC50 in µM for titrated hits | HEp-2 cells, RSV-induced CPE inhibition; higher % means a stronger effect | 0.13% of 310,000 active; in the data active = a potency from the dose series; inconclusive = CPE inhibition mostly from about 23% at the one dose, without a potency; inactive = the rest, 99 in 100 with CPE inhibition below about 21%; also: strong numbers were not always called active
# K1F lysis inhibition: inhibition of K1F phage lysis, E. coli UTI89, bacterial capsule biogenesis inhibitors, alamar blue (AID 488966) | one-dose inhibition, % at 100 µM; IC50 in µM for titrated hits | E. coli UTI89 K1F phage lysis, alamar blue, 2 h; higher % means a stronger effect | 0.02% of 340,000 active;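 active = phage lysis inhibition, versus mean bacterial control, above a set limit; inconclusive = no clear call, values can overlap the other calls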;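 also: capsule biogenesis inhibitors block K1F phage lysis so surviving cells raise fluorescence; higher fluorescence means more inhibition of phage lysis; actives were called in the ten point dose series up to 300 µM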
# T cell HTS vesicle-bound %: second read-out of T cell HTS, no call of its own (marks repeat the call); double positive events, %; measured here: CD8+ vesicle-bound cell fraction;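 binding gate set so that unloaded-vesicle control wells show 10% double positive cells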
# NTR1 ag cell count 20 µM: second read-out of NTR1 ag, no call of its own (marks repeat the call); cell count; measured here: cell count, cytotoxicity flag
# NS5 inhibitors pilot replicate: further read-out of NS5 inhibitors, marked with its call; inhibition, %; measured here: pilot screen replicate inhibition
# * = called active by the depositor; i = inactive; u = inconclusive; x = no result given; [ ] = another dose, or the depositor's remark. The order is random. Share with any hit: about 1.5%.
# The opening 3 compounds, to show the layout:
SMILES,Rac1 GTP hydrolysis,Large T inhibition,West Nile antiviral,NTR1 ag,NTR1 ag cell count 20 µM,Salmonella PhoP GFP,NS5 inhibitors,T cell HTS,T cell HTS vesicle-bound %,RSV CPE inhibition,K1F lysis inhibition,others
CCOc1ccc(-c2cc(C(=O)N/N=C(\C)c3cccnc3)c3ccccc3n2)c(OCC)c1,9%,14%,-0.7%,0.4,51,7%,-3%,i,72,0.9%,-0.1%,
COc1ccccc1NC(=O)c1ccccc1NC(=O)c1ccccn1,7%,x,x,-0.3,57,x,9%,x,x,x,1.6%[50 µM],
O=C1CC(c2ccccc2)CN1C(=O)c1cccc([N+](=O)[O-])c1 (centres undefined),4%,6%,0.9%,-0.4,42,-9%,-8%,i,46,0.7%,6.0%,

# This part in full, repeating the preview:
SMILES,Rac1 GTP hydrolysis,Large T inhibition,West Nile antiviral,NTR1 ag,NTR1 ag cell count 20 µM,Salmonella PhoP GFP,NS5 inhibitors,T cell HTS,T cell HTS vesicle-bound %,RSV CPE inhibition,K1F lysis inhibition,others
CCOc1ccc(-c2cc(C(=O)N/N=C(\C)c3cccnc3)c3ccccc3n2)c(OCC)c1,9%,14%,-0.7%,0.4,51,7%,-3%,i,72,0.9%,-0.1%,
COc1ccccc1NC(=O)c1ccccc1NC(=O)c1ccccn1,7%,x,x,-0.3,57,x,9%,x,x,x,1.6%[50 µM],
O=C1CC(c2ccccc2)CN1C(=O)c1cccc([N+](=O)[O-])c1 (centres undefined),4%,6%,0.9%,-0.4,42,-9%,-8%,i,46,0.7%,6.0%,
Cc1sc2ncn(CC(=O)Nc3ccccc3F)c(=O)c2c1-c1ccccc1,4%,1%,0.6%,0.6,60,1%,0%,i,21,2.6%,0.4%,
O=C(c1cc(=O)c2cc(Cl)ccc2o1)N1CCN(Cc2ccccc2)CC1,6%,4%,-1.3%,-1.1,89,1%,-7%,i,59,2.0%,-0.1%,
CCOc1cc(NC(=S)NCCCN2CCOCC2)c(OCC)cc1NC(=O)c1cccs1,5%,14%,-0.3%,-0.9,31,13%,9%,i,38,-1.4%,0.4%,
Nc1ccc2nc(COc3ccccc3)[nH]c2c1,24%,29%,-0.7%,1.5,65,6%,-8%,i,50,1.6%,1.5%,
CCN(CC)C(=O)CSc1nnc(-c2cccnc2)n1Cc1ccccc1,6%,0%,-0.1%,-5.3,44,-6%,-3%,i,39,1.8%,1.4%,
Cc1c(C(=O)NCc2ccccc2)oc2c1C(=O)CCC2,8%,9%,0.1%,-1.1,33,-1%,3%,i,47,2.4%,0.3%,
O=C(Nc1cc(S(=O)(=O)N2CCOCC2)ccc1N1CCCCC1)c1ccc(Cl)cc1,19%,x,x,3.6,52,x,19%,i,44,0.8%,0.0%[50 µM],
CCn1c(COc2ccc3c(c2)OCO3)nnc1SCC(=O)c1ccc(Cl)cc1,8%,5%,-0.5%,6.5,47,8%,-7%,i,50,7.5%,2.2%,
CN(C)CC(C)(C)CNC(=S)NCc1ccc2c(c1)OCO2,24%,13%,-0.5%,0.3,54,8%,-4%,i,54,3.0%,-1.1%,
CC1(C)OC(=O)C(=CNC(Cc2c[nH]c3ccccc23)C(=O)O)C(=O)O1 (centres undefined),3%,10%,0.2%,0.9,47,-4%,0%,i,26,0.4%,0.6%,
O=C(c1cccc(S(=O)(=O)N2CCOCC2)c1)N1CCN(S(=O)(=O)c2cccs2)CC1,-1%,12%,1.1%,3.0,63,-1%,-8%,i,9,0.0%,2.1%,
Cc1ccc(S(=O)(=O)NC(=O)Nc2ccc(N(C)C)cc2)cc1,u,38%,0.4%,3.8,58,4%,6%,i,26,1.7%,0.9%[50 µM],
COc1ccc(C(=O)Nn2c(SCc3cccc([N+](=O)[O-])c3)nc3ccccc3c2=O)cc1,7%,-15%,-0.1%,3.8,69,17%,0%,i,52,7.0%,0.1%,
O=C1NC[C@H](c2ccccc2)N(CCC23CC4CC(CC(C4)C2)C3)C1=O,7%,22%,x,12,86,-10%,4%,i,39,13%,-0.2%,
Cc1onc(-c2c(Cl)cccc2Cl)c1C(=O)NC1CCCCC1,4%,23%,-1.6%,1.1,53,2%,-12%,i,51,7.1%,0.1%,
COc1ccc(CNS(=O)(=O)NCc2ccccc2)cc1OC,14%,12%,-0.7%,-1.9,92,3%,5%,i,54,7.6%,0.2%,
O=C(O)C1CCCN1C1=NS(=O)(=O)c2ccccc21 (centres undefined),5%,14%,-0.3%,0.4,62,-5%,-3%,i,54,1.0%,0.2%,
CCOc1ccc(/C(O)=C2/C(=O)C(=O)N(CCCN3CCOCC3)C2c2ccc(C)cc2)cc1C (centres undefined),8%,16%,0.3%,-0.3,60,-1%,-10%,i,44,1.0%,0.5%,
CCCC(C(=O)Nc1ccc(S(=O)(=O)N2CCOCC2)cc1)c1ccccc1 (centres undefined),4%,x,x,4.7,95,x,8%,i,15,-0.7%,0.6%[50 µM],
CCN(CC)S(=O)(=O)c1cccc(C(=O)N[C@H](C(=O)OCC(=O)NC(=O)NC)C(C)C)c1,4%,-2%,0.3%,1.1,48,-12%,-5%,i,44,0.2%,4.1%,
Cc1ccc(Sc2ncnc3onc(C)c23)cc1,2%,8%,2.5%,2.0,53,-8%,-38%,i,54,1.3%,0.3%,
Cc1cc(C(F)(F)F)nn1CC(=O)NCC1CCCO1 (centres undefined),2%,12%,0.0%,0.8,55,-12%,7%,i,45,0.1%,2.3%,
COc1ccc(-c2nc3ccccc3c(=O)n2CCN2CCOCC2)cc1,-3%,5%,-0.4%,-0.4,41,-4%,-3%,i,23,1.0%,0.1%,
CCOc1ccc(-c2cnc3n2CCC3)cc1,3%,7%,-0.1%,-1.0,50,16%,-9%,i,46,-0.4%,0.4%,
COCCn1c(C)cc(O)c(C(=O)Nc2cccc(Cl)c2)c1=O,4%,13%,0.5%,1.4,51,-13%,20%,i,46,u,2.4%,
O=C(O)c1cc(S(=O)(=O)Nc2ccccc2C(=O)O)ccc1O,8%,5%,0.2%,-0.6,81,-15%,25%,i,37,0.7%,0.5%,
CCSc1nc2c(c(=O)[nH]c(=O)n2C)n1CC(O)COc1ccccc1 (centres undefined),-7%,7%,-0.5%,1.4,37,-1%,-10%,i,34,3.0%,-0.9%,
CN1CC(c2ccccc2)C2(SC(=S)N(Cc3ccco3)C2=O)C12C(=O)Nc1ccccc12 (centres undefined),7%,21%,u,10,54,14%,-11%,i,61,-3.7%,2.0%,
Cc1ccc(OCCn2c(CCNC(=O)C(C)C)nc3ccccc32)cc1,-2%,6%,-0.4%,-1.0,50,2%,5%,i,25,-0.8%,0.4%,
O=[N+]([O-])c1cc(NS(=O)(=O)c2ccc(Cl)nc2)ccc1Cl,10%,12%,x,2.0,91,-7%,1%,i,59,u,-0.7%,
CCc1ccc(C2C(C(C)=O)=C(C(=O)OC)Nc3nnnn32)cc1 (centres undefined),2%,13%,0.3%,-2.2,84,12%,-2%,i,28,1.7%,4.3%,
Cc1ccc(-c2nnc(N3CCN(c4ccccn4)CC3)c3ccccc23)cc1,7%,15%,x,35,54,-6%,-6%,i,61,5.1%,5.9%,
CCC(=O)Nc1sc2c(c1C(N)=O)CCC2,5%,0%,0.7%,2.5,76,10%,1%,i,27,x,0.5%,
CCN1CCN(CC2CC3C=CC2C3)CC1 (centres undefined),25%,15%,-0.1%,1.2,57,-16%,-3%,i,35,-1.0%,3.9%,
COc1cccc(COc2ccc3c(C)c(Cc4ccccc4)c(=O)oc3c2)c1,1%,x,-0.1%,0.3,87,x,-2%,i,54,7.9%,1.4%,
COc1ccc(C2=NOC(C(=O)NCc3ccccn3)C2)cc1 (centres undefined),2%,10%,-0.5%,-2.2,19,2%,-11%,i,7,0.5%,0.6%,
COc1ccccc1N1CC(C(=O)NCC2COc3ccccc3O2)CC1=O (centres undefined),1%,x,x,0.2,53,x,4%,i,56,x,1.0%[50 µM],
NC(=O)C1CCN(c2nc(-c3ccc4ccccc4c3)cs2)CC1,-24%,x,x,1.2,67,x,6%,i,49,1.1%,3.5%,
CCN(CC(=O)NCc1ccc(F)cc1)C(=O)CN1CCN(c2ccccc2OC)CC1,3%,8%,-0.7%,1.0,59,-2%,4%,i,11,-0.2%,-0.1%,
COc1cc(C(=O)NNC(=O)c2ccc3ccccc3n2)cc(OC)c1OC,5%,x,x,-0.3,57,x,-2%,i,36,1.8%,0.6%,
Cc1ccc(/C([O-])=C(/C(=S)NCc2ccccc2)[n+]2cccc(CO)c2)cc1[N+](=O)[O-],10%,11%,0.0%,x,x,-6%,6%,x,x,x,0.1%,
O=C(NCCCCCCNC(=O)c1ccncc1)c1ccncc1,-2%,5%,-0.2%,1.1,68,-7%,x,i,39,7.3%,-1.5%,
C=C(C)COc1ccc2c3c(c(=O)oc2c1OCC(=C)C)CCC3,4%,2%,-1.4%,3.9,48,-12%,1%,i,41,0.2%,0.3%[50 µM],
Cc1ccccc1OCC(=O)NNC(=O)c1ccoc1C,8%,x,x,0.3,65,x,-3%,i,25,0.4%,0.9%[50 µM],
COc1cccc(CNC(=O)CCSCc2ccccc2F)c1,0%,16%,-0.3%,-1.1,49,-9%,-5%,i,32,-0.7%,-1.6%,
COc1ccc(CCN2C(=O)CC(NCc3ccc4c(c3)OCO4)C2=O)cc1OC (centres undefined),13%,8%,0.5%,0.8,56,-1%,3%,i,35,0.1%,0.3%,
O=C(COC(=O)CCNS(=O)(=O)c1ccccc1)NC(=O)c1ccccc1,7%,13%,x,1.2,59,-3%,-1%,i,12,-2.3%,1.3%[50 µM],
CCCCc1cc(=O)oc2cc(O)cc(O)c12,9%,10%,-0.2%,4.7,41,11%,-1%,i,14,15%,-3.0%,
Cn1c(-c2ccccc2)c(C=O)c2ccccc21,6%,12%,0.4%,-0.3,47,-5%,-14%,i,6,5.7%,1.4%,
CCc1cc2c(-c3ccccc3)cc(=O)oc2cc1OC(C)C(=O)O (centres undefined),3%,13%,1.0%,0.1,57,-5%,-1%,i,54,1.8%,0.0%,NS5 inhibitors pilot replicate=0.9
